# Screening results from PubChem BioAssay.
# Rv3671c inh – inhibits the M. tuberculosis serine protease Rv3671c; AID 2606; 0.048% of 320,000 active; inhibition, % at 5.96 µM; in the data active = inhibition above about 38%;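 also: extracellular domain of Rv3671c used as enzyme; 0% = enzyme with DMSO and 100% = no enzyme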
# Anthrax LF prot – anthrax lethal factor protease inhibition; multiplex microsphere protease cleavage assay, LF; inhibition, % at 10 µM; 0.12% of 360,000 active; AID 588501; in the data active = inhibition above about 30%; inconclusive = no clear call, values can overlap the other calls; also: plate controls were buffer without enzyme for full effect and enzyme alone for no effect
# TcdB GH inh – inhibitors of Clostridioides difficile toxin B glycohydrolase; P18177; TcdB glycohydrolase enzymatic assay, plate reader; inhibition, % at 9.99 µM; 0.24% of 350,000 active; AID 652162; in the data active = inhibition above about 10%
# PfHsp40 rescue – compounds rescuing yeast from Plasmodium falciparum HSP40 toxicity. S. cerevisiae expressing PfHsp40, growth rescue, ATP luminescence. growth rescue, % at 12.5 µM. 0.68% of 340,000 active. AID 504582; in the data active = growth rescue above about 28%, passing the limit was not always enough; inconclusive = no clear call, values can overlap the other calls;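 also: yeast W303a lacking pdr1 and pdr3 grown in galactose medium; growth measured after three days at 30 °C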
# Y pestis TopoI – Y. pestis Topo-I inhibition via cleavage products | AID 504884 | Y. pestis Topo-I cleavage product accumulation, plate reader | activity, % at 10 µM | 0.064% of 360,000 active; in the data active = activity above about 50%, passing the limit was not always enough; inconclusive = no clear call, values can overlap the other calls; also: inactives centre near 2
# VHR inh abs – inhibitors of human VHR1 phosphatase (DUSP3); P51452; AID 1654; 0.52% of 290,000 active; recombinant VHR phosphatase, pNPP absorbance; inhibition, % at 13.3 µM; in the data active = inhibition above about 50%; also: some compounds called inactive have numbers as strong as hits
# MazEF act – MazEF (E. coli) toxin RNase activation; FAM/BHQ RNA-DNA oligo cleavage fluorescence, 5 h; AID 504720; activation, % at 20 µM; 0.32% of 350,000 active; P0AE70; in the data active = activation above about 50%
# SSB-PriA inh – blocks PriA binding to SSB C-terminal tail; AID 1272365; inhibition, % at 33 µM; 0.6% of 430,000 active; AlphaScreen SSBct-PriA binding, biotinylated peptide; in the data active = inhibition mostly above about 37%, no sharp cut-off; inactive = mostly below about 20%;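 also: plate controls were negative control peptide for no effect and reference peptide for full effect; strong numbers were not always called active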
# BH1578 lux ind – induces V. cholerae light production without autoinducers; V. cholerae BH1578 lux reporter, luminescence, 6 h; activation, % at 18.7 µM; 0.16% of 350,000 active; AID 588436; in the data active = activation mostly above about 9.7%, no sharp cut-off; inconclusive = no clear call, values can overlap the other calls; inactive = mostly below about 3.7%; also: not every result past the cut was called active; inactives centre near 0; reference of the scale not given here
# SARS 3CLpro inh – SARS-CoV 3CLpro protease inhibition. P0C6X7. recombinant SARS-CoV 3CLpro, quenched FRET peptide cleavage. inhibition, % at 6 µM. 0.14% of 290,000 active; in the data active = inhibition above about 12%
# An asterisk follows results filed as active; i = inactive; ? = inconclusive; / = no result given; & = joins results of further samples.
1. CC(=O)NCc1c(Cl)cccc1-n1cccc1
2. COc1ccc(CNC(=O)c2noc(C(C)C)c2[N+](=O)[O-])cc1
3. COC(=O)C1=C(C)NC(C)=C(C(=O)OC)C1c1ccccc1[N+](=O)[O-]
4. Cc1cc(C)c(C)c(S(=O)(=O)NCC(=O)N2CCCC2)c1C
5. CCN(CC)S(=O)(=O)c1cc(NC(=O)CN2C(=O)NC3(CCCc4ccccc43)C2=O)ccc1C (stereo not given)
6. Cc1sc(NC(=O)c2ccccc2)c(C(=O)c2ccccc2)c1C
7. CSc1ccccc1C(=O)NCCS(=O)(=O)N1CCN(c2ccc(F)cc2)CC1
8. O=C(CN1C(=O)S/C(=C\c2ccccc2F)C1=O)NC1CCS(=O)(=O)C1 (stereo not given)

entry no.	1	2	3	4	5	6	7	8
Rv3671c inh	12	-12	7	10	-5	-10	-1	-2
Anthrax LF prot	?	-2	-3	-1	1	-2	-1	1
TcdB GH inh	/	/	1.2	/	0.6	0.4	-0.9	1.5
PfHsp40 rescue	-1.5	-0.3	37*	-0.1	2.0	0.3	0.7	0.1
Y pestis TopoI	2	3	2	12	7	9	-5	2
VHR inh abs	2	-4	5	17	-7	-5	/	-2
MazEF act	6	14	-8	-1	-3	-15	-2	0
SSB-PriA inh	-13	-8	8	-10	13	6	-3	1
BH1578 lux ind	-0.1	-0.2	-0.4&5.0	-0.1	i	4.1	0.3	-0.6
SARS 3CLpro inh	2	3	1	-1	0	-4	/	-2

9. Cc1ccccc1-c1nnn(CC(=O)N2CCN(C(=O)c3ccco3)CC2)n1
10. COc1cc(-c2cc(C(=O)Nc3nc4ccccc4s3)c3ccccc3n2)cc(OC)c1OC
11. CN1OCC(S(=O)(=O)c2ccccc2)C1c1ccccc1 (stereo not given)
12. COc1ccc(NC(=O)CCNS(=O)(=O)c2ccc3[nH]c(=O)oc3c2)cc1Cl
13. Cc1c(C(=O)NCc2ccccc2F)oc2ccccc12
14. C(=Nc1ccccc1)c1ccc[nH]1
15. Cc1cccn2c(=O)c(/C=C(\C#N)C(=O)NCc3ccco3)c(N3CCCC(C)C3)nc12 (stereo not given)
16. CCCCn1c(N)c(N(CC(C)C)C(=O)C2CC(=O)N(Cc3ccco3)C2)c(=O)[nH]c1=O (stereo not given)

entry no.	9	10	11	12	13	14	15	16
Rv3671c inh	5	-73	4	0	-5	/	-2	4
Anthrax LF prot	9	0	-4	-1	5	1	1	0
TcdB GH inh	-0.3	/	1.7	-1.0	-0.7	-1.0	0.6	1.0
PfHsp40 rescue	0.8	-0.5	-0.1	0.2	-0.1	-0.4	-1.2	-2.5
Y pestis TopoI	-4	7	8	-9	7	10	1	-2
VHR inh abs	/	2	5	18	26	/	55*	6
MazEF act	1	-22	12	6	-4	7	6	6
SSB-PriA inh	-10	0	-12	-5	-19	-10	-3	-1
BH1578 lux ind	i	-0.4	i	i	i	i	-0.1	i
SARS 3CLpro inh	/	1	3	-2	-1	/	1	0

17. COc1ccc(NC(=S)NNC(=O)c2nnn(-c3ccccc3)c2C)cc1
18. CN(C)CCNC(=O)c1ccc2c(c1)N(Cc1ccc(F)cc1)CCS2
19. Cc1c(C(=O)NC(C)C)c(-c2ccccc2)nn1-c1ccccc1
20. O=C(NCc1ccccc1)C(c1ccc(F)cc1)N(C(=O)c1csnn1)c1ccccc1 (stereo not given)
21. CCOc1cc(C)c(C(C)C)cc1S(=O)(=O)N1CCOCC1
22. Nc1ccc2c(c1)C(=O)N(CCCC(=O)O)C2=O
23. O=C(CNC(=O)c1cccs1)OCc1ccc(Br)cc1
24. CN1CCN(CCCNC(=O)C2CCN(c3nnc(-n4cccc4)s3)CC2)CC1

entry no.	17	18	19	20	21	22	23	24
Rv3671c inh	1	-2	-3	-3	-1	-2	0	4
Anthrax LF prot	-1	-5	-2	-7	2	-2	-4	-4
TcdB GH inh	-1.7	0.8	1.3	2.2	/	/	-2.2	/
PfHsp40 rescue	-0.3	0.0	-1.5	0.6	-0.3	-1.8	0.3	1.0
Y pestis TopoI	2	-14	5	-2	-1	-8	-2	0
VHR inh abs	-8	13	-14	8	0	-10	24	29
MazEF act	-11	9	2	0	2	-5	0	11
SSB-PriA inh	6	14	-24	-6	-11	-8	-4	1
BH1578 lux ind	-0.1	-1.4	-0.3	-0.3	-0.4	-0.2	i	6.9
SARS 3CLpro inh	0	2	-6	0	-3	-4	2	-8

# Copied from the list:
# CCOc1cc(C)c(C(C)C)cc1S(=O)(=O)N1CCOCC1 in SARS 3CLpro inh = -3
# COc1ccc(NC(=S)NNC(=O)c2nnn(-c3ccccc3)c2C)cc1 in SARS 3CLpro inh = 0

# Additional records
25. COc1ccc2cc3cc(C(=O)Nc4ccc5c(c4)OCCO5)oc3nc2c1
26. C1=C(c2cc3ccccc3cn2)CCCC1
27. Cc1ccccc1C(=O)Nc1ccnn1C1CCN(Cc2cnn(C(C)C)c2)CC1
28. CC12CCC(=O)N1C(C(=O)OCc1c(Cl)cccc1Cl)CS2 (stereo not given)
29. CCc1noc(C)c1C(=O)Nc1ccc(S(=O)(=O)N2CCCC(C)C2)cc1 (stereo not given)
30. CC(=O)c1ccc2c(c1)C1C=CCC1C(c1ccncc1)N2 (stereo not given)
31. CN(Cc1ccccc1)C(=O)c1nc2ccccn2c1CNCCn1cccn1
32. Cc1ccc(C(=O)Nc2ccc(C(=O)/C=C/c3cccs3)cc2)cc1

entry no.	25	26	27	28	29	30	31	32
Rv3671c inh	-6	-2	-1	-1	0	-1	-8	-14
Anthrax LF prot	-1	-2	-1	6	-1	1	0	8
TcdB GH inh	/	-0.3	1.2	12*	4.3	/	/	/
PfHsp40 rescue	0.5	10	2.7	0.5	-0.4	-1.2	8.8	-1.4
Y pestis TopoI	20	4	3	23	8	-2	2	2
VHR inh abs	29	/	18	10	/	29	-10	24
MazEF act	6	0	-4	0	-1	5	3	-3
SSB-PriA inh	6	-11	5	-4	0	10	-1	0
BH1578 lux ind	-0.6	-0.8	i	-16	11	0.9	1.7	i
SARS 3CLpro inh	4	/	-3	2	/	4	4	2

# Part of the list above, with two lines to a compound:
# Each structure is followed by: Rv3671c inh, Anthrax LF prot, TcdB GH inh, PfHsp40 rescue, Y pestis TopoI, VHR inh abs, MazEF act, SSB-PriA inh, BH1578 lux ind, SARS 3CLpro inh
15) Cc1cccn2c(=O)c(/C=C(\C#N)C(=O)NCc3ccco3)c(N3CCCC(C)C3)nc12 (stereo not given)
→ -2, 1, 0.6, -1.2, 1, 55*, 6, -3, -0.1, 1
23) O=C(CNC(=O)c1cccs1)OCc1ccc(Br)cc1
→ 0, -4, -2.2, 0.3, -2, 24, 0, -4, i, 2
29) CCc1noc(C)c1C(=O)Nc1ccc(S(=O)(=O)N2CCCC(C)C2)cc1 (stereo not given)
→ 0, -1, 4.3, -0.4, 8, /, -1, 0, 11, /
21) CCOc1cc(C)c(C(C)C)cc1S(=O)(=O)N1CCOCC1
→ -1, 2, /, -0.3, -1, 0, 2, -11, -0.4, -3
1) CC(=O)NCc1c(Cl)cccc1-n1cccc1
→ 12, ?, /, -1.5, 2, 2, 6, -13, -0.1, 2

# Later entries.
33. Cc1cc(C=O)c(O)cc1O
34. CCOC(=O)Cn1cc(/C=N/N2C(=O)C3C4C=CC(C4)C3C2=O)c2ccccc21 (stereo not given)
35. CCOC(=O)N1CCC(NC(=O)CC2C(=O)NCCN2Cc2ccccc2)CC1 (stereo not given)
36. COC(=O)CSc1nc2ncc(Cl)cc2[nH]1
37. Cc1ccc(NCN2C(=O)C3CC=C(Cl)CC3C2=O)cc1 (stereo not given)
38. Cc1cccc(Nc2nnc(SCc3cc(=O)n4cc(C)ccc4n3)s2)c1
39. CC(NC(=O)C(=O)N1CCCCC1)C(c1cccs1)N1CCN(c2ccc(F)cc2)CC1 (stereo not given)
40. CC(=O)C12C3C4C(C5C1C3C5(Br)C41OCCO1)C21OCCO1 (stereo not given)

entry no.	33	34	35	36	37	38	39	40
Rv3671c inh	-1	4	-6	-3	5	-13	4	-5
Anthrax LF prot	-5	2	-4	-1	-1	0	4	0
TcdB GH inh	0.9	1.5	0.0	/	/	0.8	-0.2	/
PfHsp40 rescue	-1.3	-1.6	-0.1	-0.6	-1.1	-0.7	4.5	0.1
Y pestis TopoI	5	2	0	2	-1	1	24	9
VHR inh abs	-3	17	15	20	17	1	4	5
MazEF act	-4	5	5	-9	2	-9	0	5
SSB-PriA inh	-22	/	-7	-4	-7	-8	0	-17
BH1578 lux ind	1.5	-0.8	0.5	3.2	0.7	i	i	1.6
SARS 3CLpro inh	-4	1	4	2	-4	-4	-2	1

41. CN(C)C(=O)c1cc(C(=O)c2ccc(F)cc2Cl)c[nH]1
42. COc1cc(OC)c(C=CC(=O)c2ccccc2O)c(OC)c1
43. O=C(Nc1cc(C(F)(F)F)ccc1F)C1Cc2c(-c3ccccc3Oc3ccccc3)ccnc2O1 (stereo not given)
44. CC(C)c1nnc(NC(=O)CCC(=O)NCc2ccc(F)cc2)s1
45. CC1(C)CC(=O)C2=C(C1)N1C(=C(C#N)C2c2ccccc2Cl)N=C(N)c2ccccc21 (stereo not given)
46. O=C(COC(=O)c1cccc2ccccc12)NCC1CCCO1 (stereo not given)
47. O=C(Nc1ccc(-c2cc3ccccc3oc2=O)c(Cl)c1)c1cccnc1
48. N#Cc1c(N)nc2c(c1-c1ccccc1)CCC2

entry no.	41	42	43	44	45	46	47	48
Rv3671c inh	5	/	/	6	-7	4	-52	-2
Anthrax LF prot	-4	3	-2	-2	-4	-9	1	0
TcdB GH inh	-0.8	0.3	0.6	-3.4	0.8	2.1	1.3	0.3
PfHsp40 rescue	/	-1.0	/	-0.3	-0.6	-0.9	-0.8	0.3
Y pestis TopoI	-2	-5	-3	-1	-8	7	8	-5
VHR inh abs	22	/	/	-4	-7	4	21	19
MazEF act	-5	-29	/	0	1	-12	-46	3
SSB-PriA inh	2	4	/	-5	20	-3	2	-13
BH1578 lux ind	-0.5	i	-0.8	-0.9	-0.1	-0.3	i	-3.0
SARS 3CLpro inh	2	/	/	-5	3	-1	0	3

49. O=C(O)C1C2C=CC(C2)C1C(=O)OC1CC2CCC1C2 (stereo not given)
50. O=C(C[C@H]1C[C@H](C(=O)N2CCCCC2)[C@@]2(CCc3ccccc3)c3[nH]c4cc(-c5ccco5)ccc4c3CCN2C1=O)NCc1ccco1
51. CCCN(CC(=O)Nc1ccccc1OC)C(=O)CSc1ccc(Br)cc1C
52. CCc1ccc(N2CSC3=C(C#N)C(c4cccs4)CC(=O)N3C2)cc1 (stereo not given)
53. CC(C)NC(=O)CSc1ccccc1C(=O)N1CCN(S(=O)(=O)/C=C/c2ccccc2)CC1
54. CCCC(C(=O)NC1CCCC1)N(Cc1ccc(OC)cc1)C(=O)c1snc(C(N)=O)c1N (stereo not given)
55. CCCC[C@@H]1CNC(=O)C(=O)N1CC(C)(C)C
56. CCOC(=O)c1cnc(COc2ccccc2Cl)[nH]c1=O
57. CC[C@]12c3[nH]c4cc(CCC(=O)N(C)C)ccc4c3CCN1C(=O)[C@@H](CC(=O)NCCC1=CCCCC1)C[C@@H]2C(=O)N1CCN(C(=O)C2CC2)CC1
58. O=C(NCc1cccnc1)C1CCN(S(=O)(=O)c2cccc(C(F)(F)F)c2)CC1

entry no.	49	50	51	52	53	54	55	56	57	58
Rv3671c inh	-7	/	-1	2	-6	-18	2	4	/	-12
Anthrax LF prot	0	0	-3	-2	-14	0	2	4	-5	-3
TcdB GH inh	/	-0.2	-1.0	/	-0.9	1.8	0.8	1.7	1.6	1.4
PfHsp40 rescue	-1.0	0.5	6.7	0.3	-1.1	0.7	-1.1	0.8	-0.6	-0.1
Y pestis TopoI	2	18	27	2	23	22	-1	-14	25	-10
VHR inh abs	0	/	/	6	/	34	-9	5	/	/
MazEF act	-1	-2	-8	-7	5	6	6	1	0	5
SSB-PriA inh	-8	-1	-9	10	-7	-1	-11	-7	5	0
BH1578 lux ind	11	-0.7	-0.4	-5.3	-2.5	i	-8.3	i	i	-1.1
SARS 3CLpro inh	-8	/	/	-8	/	-2	/	-3	/	/

# Some of the compounds tested; the hit share may differ from the screen's.
